Bioassay records deposited in PubChem BioAssay by The Scripps Research Institute Molecular Screening Center.
M4 ag = agonists of human muscarinic M4 receptor (CHRM4). CHO-K1 hM4/Gqi5, Fluo-8 calcium fluorescence; vehicle 0%, full acetylcholine response 100%. activation, % at 3 µM. hit rate 0.14% among 360,000;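 active means activation above the run mean over all test wells plus 3 SD, cut at about 32% in these data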;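 further: peak over basal fluorescence ratio per well then scaled between controls; 0% = DMSO wells and 100% = acetylcholine at EC100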
M1 ag = activates human CHRM1 receptor; P11229; CHO-K1 hM1, Fluo-8 calcium fluorescence, agonist mode; 0% DMSO, 100% acetylcholine EC100; activation, % at 3 µM; hit rate 0.33% among 360,000; AID 588814;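 active means activation above the run's mean compound activation plus 3 SD, cut at about 16% in these data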;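 further: peak over basal fluorescence ratio within a 140 s kinetic read after compound addition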
Target sequence (P11229 whole entry, looked up): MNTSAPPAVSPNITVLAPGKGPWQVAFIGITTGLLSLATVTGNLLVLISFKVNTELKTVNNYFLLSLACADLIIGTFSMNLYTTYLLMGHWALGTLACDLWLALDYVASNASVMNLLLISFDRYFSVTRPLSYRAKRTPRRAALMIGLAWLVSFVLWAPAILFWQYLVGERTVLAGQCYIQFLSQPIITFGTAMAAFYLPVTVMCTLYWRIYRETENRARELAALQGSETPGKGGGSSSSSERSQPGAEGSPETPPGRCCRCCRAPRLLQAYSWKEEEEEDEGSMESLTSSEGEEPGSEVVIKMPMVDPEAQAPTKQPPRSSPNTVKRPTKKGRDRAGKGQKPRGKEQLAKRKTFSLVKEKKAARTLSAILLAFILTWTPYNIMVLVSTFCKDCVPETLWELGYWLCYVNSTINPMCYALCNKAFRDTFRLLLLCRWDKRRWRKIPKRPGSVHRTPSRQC
TAAR1 ag = agonists of human TAAR1; Q96RJ0; CHO RD-HGA16 TAAR1, Fluo-8 calcium fluorescence; vehicle wells 0%, saturating PEA agonist 100%; activation, % at 3 µM; hit rate 0.99% among 360,000;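 active means activation above the mean activation of all test compounds in the run plus 3 SD, cut at about 38% in these data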
Target sequence (Q96RJ0 whole entry, looked up): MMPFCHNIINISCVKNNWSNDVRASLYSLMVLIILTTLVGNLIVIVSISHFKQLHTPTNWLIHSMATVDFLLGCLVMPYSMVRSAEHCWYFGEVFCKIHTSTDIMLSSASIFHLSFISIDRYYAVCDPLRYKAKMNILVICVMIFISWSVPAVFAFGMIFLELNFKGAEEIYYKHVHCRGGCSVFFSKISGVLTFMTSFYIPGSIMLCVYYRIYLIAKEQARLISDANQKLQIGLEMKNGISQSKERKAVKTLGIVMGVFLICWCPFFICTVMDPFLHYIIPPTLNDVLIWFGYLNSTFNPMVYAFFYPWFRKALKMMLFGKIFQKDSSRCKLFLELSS
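Test system: RD-HGA16 (CHO) cells co-expressing Gα16 and hTAAR1 | Doses: Single dose, 3 µM | Schedule: 17-24 h seeding, 75 min 37 °C dye, 30 min RT | Evaluation: % activation from peak over basal fluorescence ratio, DMSO-to-PEA scaled | Technique: Kinetic Fluo-8 calcium fluorescence | Benchmarks: Low control DMSO, high control PEA (EC100)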
CHRM1 antagonist = human CHRM1 antagonism. P11229. CHO-K1 hM1, Fluo-8 calcium fluorescence, ACh EC80 antagonist. inhibition, % at 3 µM. hit rate 1.3% among 360,000. AID 588852;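 active means percent inhibition above its own plate's cutoff, namely the mean of that plate's compound wells plus 3 SD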;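 further: peak over basal fluorescence ratio during 140 s after agonist addition; 0% = ACh EC80 plus DMSO and 100% = DMSO alone without agonist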
M5 antag = antagonists of human muscarinic M5 receptor (CHRM5) | inhibition, % at 3 µM | P08912 | AID 624040 | CHO-hM5 cells, Fluo-8 calcium fluorescence, ACh EC80 | hit rate 0.59% among 360,000;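 active means inhibition above a per-plate cutoff, the mean of that plate's test compounds plus 3 SD, cut at about 27% in these data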;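 further: 0% = acetylcholine EC80 with DMSO and 100% = DMSO without agonist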
CHRM5 PAM = positive allosteric modulators of human muscarinic M5 receptor | CHO-K1 hM5, Fluo-8 calcium, ACh EC20 PAM; 0% = ACh EC20, 100% = ACh EC100 | activation, % at 3 µM | hit rate 0.3% among 360,000 | AID 624038;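 active means activation above the run cutoff, the mean activation of all test compounds plus 3 SD, cut at about 18% in these data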
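Assay system – human M5 receptor in CHO-K1 cells · Read-out – % activation, ACh-normalized · Technique – Fluo-8 calcium fluorescence · Dosing – single-point, 3 µM nominal · Incubation – Fluo-8 loading 80 min at 37 °C plus 30 min room temperature · Repeats – singlicate, one well per test compound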
CHRM4 antagonist = antagonists of human muscarinic M4 receptor (CHRM4) | CHO-hM4 cells, ACh EC80, Fluo-8 calcium fluorescence | inhibition, % at 3 µM | hit rate 0.73% among 360,000 | AID 624125;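 active means inhibition above its plate's cutoff, the mean inhibition of sample wells plus 3 SD, cut at about 27% in these data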;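 further: 0% = acetylcholine EC80 with DMSO and 100% = DMSO without agonist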
CHRM1 PAM = human CHRM1 positive allosteric modulation | P11229 | CHO-K1 hM1, Fluo-8 calcium fluorescence, ACh EC20; 0% = ACh EC20, 100% = maximal ACh | activation, % at 3 µM | hit rate 0.088% among 360,000 | AID 588819; in the data active means activation above about 19%, passing the limit was not always enough
CHRM5 agonist = CHRM5 agonism in calcium assay | CHO-K1 hM5 cells, Fluo-8 calcium fluorescence; 0% DMSO wells, 100% maximal acetylcholine response | activation, % at 3 µM | P08912 | hit rate 0.19% among 360,000 | AID 624037;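 active means activation above the run's mean over test compounds plus 3 SD, cut at about 23% in these data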;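 further: signal is peak over basal fluorescence ratio across the kinetic read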
* = called active by the depositor; x = no result given.

SMILES | M4 ag | M1 ag | TAAR1 ag | CHRM1 antagonist | M5 antag | CHRM5 PAM | CHRM4 antagonist | CHRM1 PAM | CHRM5 agonist
CC12CCC(=O)N1C(C(=O)Nc1ccccc1N1CCCC1)CS2 (stereo unspecified) | 1 | -5 | 0 | -4 | 11 | 1 | -8 | 9 | 1
CCc1nnc(NC(=O)C2CCCN(c3nc(C)cc(C)n3)C2)s1 (stereo unspecified) | 0 | -14 | 10 | -3 | 1 | 0 | 9 | -1 | -2
Cn1cc(C(=O)NC2CCCCC2)c(=O)c2cc(S(=O)(=O)N3CCCC3)ccc21 | 1 | -4 | 11 | -7 | -5 | 7 | -4 | 5 | 1
Cc1nc2ccc(C(=O)N3CCN(c4ccccc4)CC3)cc2s1 | 0 | -2 | 4 | -2 | -1 | -1 | 4 | 8 | 0
CCOc1ccc(/C=C/C(=O)c2ccccc2)cc1 | -1 | -4 | 1 | -8 | -1 | -2 | -11 | 8 | -3
CCOc1ccc(-c2cc(N)n(S(=O)(=O)c3ccc(OC)cc3)n2)cc1 | -2 | -6 | -1 | -19 | -2 | -4 | -24 | 14 | -4
COc1ccccc1-n1c(-c2cccnc2)n[nH]c1=S | 2 | 2 | 1 | -36 | -7 | 6 | 2 | 13 | 3
O=C(CN1C(=O)S/C(=C\c2ccccc2F)C1=O)NC1C=CS(=O)(=O)C1 (stereo unspecified) | 0 | -3 | 0 | -11 | 6 | 2 | 10 | 6 | -3
CC(C)n1nnnc1SCC(=O)N1CCN(Cc2ccc3c(c2)OCCO3)CC1 | 0 | -6 | 4 | 15 | 14 | 1 | 16 | -5 | 0
Cc1c(NC(=O)CSc2ccccc2C(=O)Nc2cccnc2)c(=O)n(-c2ccccc2)n1C | 0 | -4 | 15 | -33 | -4 | 10 | -10 | 13 | -1
O=C(NC1CCN(S(=O)(=O)c2ccccc2)CC1)c1ccc(F)cc1 | 2 | -3 | 5 | -5 | 5 | 1 | 14 | 4 | -6
COc1ccc(C(C)=O)cc1CC(=O)Nc1ccc2c(c1)CCC2 | 3 | -3 | -1 | 11 | 17 | -8 | -6 | -9 | -4
CCC1=NN2C(=N)/C(=C/c3cc(C)n(Cc4ccccc4)c3C)C(=O)N=C2S1 | 53* | 20* | 104* | -3 | 3 | -26 | 4 | -19 | 24*
Cc1ccc(NS(=O)(=O)c2c(C(=O)N3CCCCCC3)c(C)n(C)c2C)cc1C | 0 | -3 | 1 | -6 | -5 | 7 | -1 | 5 | -3
C=CCN(Cc1nc(-c2ccc(OC)cc2)no1)C(=O)c1ccc2c(c1)OCO2 | 6 | -2 | 3 | -17 | 0 | 1 | -2 | 10 | 0
Cc1cc(C)cc(C(=O)OCC(=O)NC(=O)NC2CCCC2)c1 | 0 | -2 | 17 | -16 | 18 | 3 | -4 | 11 | -4
COc1cccc2c1OCC(C(=O)Nc1nccs1)=C2 | 5 | -2 | 9 | -3 | 3 | -2 | -7 | 4 | 1
Cc1cc(N(C)C)cc(C)[n+]1[O-] | 1 | -4 | 0 | 16 | 2 | -2 | 0 | -4 | 1
COc1ccc(NC(=O)/C(N=Nc2cc(S(=O)(=O)Nc3ccc(OC)cc3)ccc2OC)=C(\C)O)cc1 | 1 | -2 | 0 | -7 | 8 | -1 | -2 | 6 | 1
CC(=O)NC(CC(=O)N(C)C1CCCCC1)c1ccccc1 (stereo unspecified) | 0 | -1 | -1 | -17 | 5 | 4 | -8 | 14 | -3
COc1ccc(CCNC(=O)C23CCC(C)(C(=O)O2)C3(C)C)cc1OC (stereo unspecified) | 0 | -2 | 1 | -17 | 4 | 7 | 3 | 17 | -2
Cc1ncsc1C(=O)N1CCCC(CNS(=O)(=O)c2cccs2)C1 (stereo unspecified) | 1 | -1 | 12 | -7 | 7 | -1 | -6 | 9 | 3
O=C(Nc1ccon1)c1cccc(C(F)(F)F)c1 | 0 | -3 | 17 | -2 | 10 | -13 | -9 | 3 | -9
N#CC(c1cccc(Cl)c1)c1ncc(C(F)(F)F)cc1Cl (stereo unspecified) | -3 | -3 | 0 | -7 | -2 | -4 | -3 | 6 | -4
CN(C)S(=O)(=O)c1ccc2c(c1)nc(CCC(=O)Nc1ccc(N3CCOCC3)cc1)n2C | 3 | -2 | 7 | 2 | 7 | -1 | 2 | 4 | 1
CS(=O)(=O)N(CC(=O)NCc1ccccc1Cl)Cc1ccccc1 | 1 | -4 | 6 | 8 | 6 | -10 | -5 | -2 | -8
O=C(NCCN1CCN(c2cccc(Cl)c2)CC1)c1cccn2c(=O)c3ccccc3nc12 | 5 | -3 | -2 | -10 | 12 | -4 | -13 | 3 | -1
COc1cc(NC(=O)C2CC(c3ccc(Cl)cc3)=NO2)cc(OC)c1OC (stereo unspecified) | 4 | 3 | 3 | -13 | -5 | -1 | 0 | 4 | 4
O=C(NS(=O)(=O)N1CCOCC1)C1=C(N2CCCC2)COC1=O | 2 | -2 | 0 | -7 | 5 | 8 | -2 | 11 | 5
Cc1cccc(C(=O)N[C@H](C(=O)Nc2ccc3c(c2)OCO3)C(C)C)c1 | 0 | -7 | -1 | 1 | 10 | 2 | 12 | 5 | -1

Profiles, looked up by structure.
`Cc1cc(N(C)C)cc(C)[n+]1[O-]` as listed: M4 ag = 1; M1 ag = -4; TAAR1 ag = 0; CHRM1 antagonist = 16; M5 antag = 2; CHRM5 PAM = -2; CHRM4 antagonist = 0; CHRM1 PAM = -4; CHRM5 agonist = 1
`Cc1cc(C)cc(C(=O)OCC(=O)NC(=O)NC2CCCC2)c1` as listed: M4 ag = 0; M1 ag = -2; TAAR1 ag = 17; CHRM1 antagonist = -16; M5 antag = 18; CHRM5 PAM = 3; CHRM4 antagonist = -4; CHRM1 PAM = 11; CHRM5 agonist = -4

Further structures follow.
SMILES | M4 ag | M1 ag | TAAR1 ag | CHRM1 antagonist | M5 antag | CHRM5 PAM | CHRM4 antagonist | CHRM1 PAM | CHRM5 agonist
Cc1ccc(S(=O)(=O)NCCC(=O)NC2CCCCCC2)cc1 | 1 | 0 | 0 | -1 | 7 | 0 | -4 | 8 | 0
CC(C)CN(CCNC(=O)CN1C(=O)COc2ccc(S(=O)(=O)N3CCOCC3)cc21)CC(C)C | 1 | -5 | 1 | -3 | 0 | 1 | -8 | 2 | -3
CC(=O)c1cccc(NC(=O)c2ccc(NS(C)(=O)=O)cc2)c1 | 1 | -4 | 3 | -2 | 5 | -3 | -2 | -1 | 1
O=C(COC(=O)CCC(=O)c1cccs1)NC1CCCCC1 | 0 | -3 | 9 | -8 | 3 | 1 | 3 | 5 | 0
CCOC(=O)N1CCC(NC(=O)c2cc(COc3ccccc3SC)on2)CC1 | 10 | 0 | 2 | 10 | -10 | -3 | -7 | -6 | 4
O=C(Nc1nccs1)c1cnc2sccn2c1=O | 1 | 0 | 1 | -13 | 2 | -1 | 3 | 7 | 0
CCCCOC(=O)Nc1nnc(C(C)C)s1 | 2 | -6 | 3 | -4 | 1 | -2 | -14 | 4 | -3
CCOC(=O)c1sc(NC(=O)CSc2n[nH]c(-c3ccccc3)n2)c(C#N)c1C | 15 | 5 | 18 | 19 | 34* | -24 | 0 | -15 | 5
Cc1cccc(NC(=O)c2csnn2)n1 | 1 | -6 | 1 | 3 | -2 | 1 | -8 | 8 | -2
COCCN(Cc1cc2cc(C)c(C)cc2nc1Cl)C(=O)N1CCOCC1 | 1 | 1 | 1 | 9 | 10 | -1 | -6 | 2 | 0
Cc1ccc(NS(=O)(=O)c2ccc3c(c2)NC(=O)CCS3)c(Cl)c1 | 11 | 6 | 10 | 0 | 13 | -8 | -4 | 0 | 3
O=C(NC(=S)Nc1ccc(S(=O)(=O)N2CCCC2)cc1)c1cccs1 | 5 | -7 | 3 | 16 | 1 | -2 | 6 | -14 | 0
COC(=O)[C@H](CCSC)NC(=O)Cn1cc(C)c(=O)[nH]c1=O | 1 | -2 | 1 | -17 | -5 | -3 | -19 | 7 | 2
CCCOc1c(Br)cc(C(=O)OCC(=O)NC2CC2)cc1OC | 5 | -3 | 1 | -10 | 6 | -3 | -18 | 5 | -6
CCc1ccc(NC(=O)NC(C)c2ccc3c(c2)OCO3)cc1 (stereo unspecified) | 2 | -4 | 0 | -8 | 13 | -7 | -14 | 7 | -5
C=CCNc1nc(Nc2ccc(OC)cc2OC)nc(OCC)n1 | 1 | -5 | 3 | -7 | 8 | 6 | 0 | 5 | -7
CNC(=S)N(Cc1ccco1)Cc1cc2cc(OC)c(OC)cc2[nH]c1=O | 2 | -2 | 3 | -10 | 11 | 8 | -6 | 11 | 3
Nc1c(-c2ccc(Cl)cc2)cnc2ncnn12 | 2 | -5 | 10 | -12 | -6 | 6 | -11 | 14 | 0
CCCCc1ccc(NC(=S)Nc2ccc(Cl)c(S(=O)(=O)N(C)C)c2)cc1 | 4 | -3 | 12 | 2 | 3 | -4 | -4 | 0 | -1
CCOC(=O)c1sc2nc(C)nc(SC(C)C(=O)N(C)c3ccccc3)c2c1C (stereo unspecified) | 10 | -6 | 1 | 18 | 14 | -24 | 9 | -6 | -6
Cc1csc(=O)n1CC(=O)OCC(=O)Nc1cc(Cl)ccc1[N+](=O)[O-] | 2 | 1 | 2 | -10 | 9 | -1 | -3 | 14 | -1
CCN(CC)C(=O)N1CCc2ccccc2C1CN1C(=O)c2ccccc2C1=O (stereo unspecified) | 1 | 0 | -3 | -3 | -1 | -1 | 9 | 4 | 0
Brc1ccc(C2=Nc3cccc4cccc(c34)N2)o1 | 0 | -4 | 0 | -6 | -3 | 1 | 3 | 1 | 2
O=C(CCN1C(=O)c2ccccc2C1=O)OCN1C(=O)c2ccccc2C1=O | 1 | -9 | 11 | -40 | -1 | -5 | -7 | -1 | -3
N#Cc1ccccc1NC(=O)COc1ccccc1C(=O)Nc1ccccc1 | 22 | 0 | 13 | -10 | 10 | -34 | 5 | 8 | 5
COc1ccccc1N1CCN(c2ccnc3cc(Cl)ccc23)CC1 | 4 | -4 | -3 | -4 | 2 | -5 | 1 | -2 | -4
COc1ccc(N(CC(=O)Nc2ccc(C(N)=O)cc2)S(=O)(=O)c2ccc(C)c([N+](=O)[O-])c2)cc1 | 0 | -3 | -1 | -1 | 2 | 1 | 10 | 1 | -1
COc1ccc(S(=O)(=O)CCC(=O)Nc2cc(C)ccc2OC)cc1 | 0 | -9 | 1 | 0 | 1 | -3 | -3 | 3 | -1
CCOC(=O)c1c(C)[nH]c(C(=O)OCC(=O)N(CC)c2c(N)n(Cc3ccccc3)c(=O)[nH]c2=O)c1C | 0 | -3 | 1 | -7 | -4 | 12 | -7 | 7 | -1
Cc1cc(C)nc(N2CCC(C(=O)NCC3CCCCC3)CC2)n1 | 0 | -8 | x | -15 | -7 | -3 | -12 | 12 | -5
Cc1ccc(OCC(=O)Nc2cc(C(=O)O)cc(C(=O)O)c2)cc1C | 2 | -1 | 11 | -6 | -7 | 16 | 1 | 15 | 1
Cc1ccc(-c2n[nH]c(=O)c3ccccc23)cc1S(=O)(=O)NCCN1CCOCC1 | 1 | -5 | 12 | -5 | 6 | -6 | 5 | 6 | -8

Some of the compounds tested; count on the stated rates, not on these rows.
